ANO1 activ: activators or potentiators of mouse TMEM16A chloride channel | HEK293 TMEM16A/YFP-H148Q/I152L, iodide quench fluorescence; active compounds read low | B-score at 10 µM | 0.3% of 340,000 active;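 active = fluorescence-ratio B-score plate-corrected deviation score at least 3 library SD below zero, with starting fluorescence score within 5 deviations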;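 note: channel opened by trigger with iodide after compound preincubation; score built on the fluorescence ratio of max minus min over baseline; more negative score means more quench and so TMEM16A activation or potentiation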
KCNQ1 act: human KCNQ1 channel potentiation or activation | P51787 | CHO-K1 KCNQ1, thallium flux FluxOR fluorescence; active compounds read high | B-score at 10 µM | 0.35% of 310,000 active | AID 2648;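 active = fluorescence ratio B-score, a plate-corrected score, at least three library SD, with initial intensity B-score within 5 SD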
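Schedule – 37 °C overnight plating, 90-min dark dye load, 20-min compound pretreatment · System – stable KCNQ1 CHO-K1 line · Probe or stimulus – thallium- and potassium-containing depolarizing buffer · Measured by – kinetic FluxOR fluorescence, 10 s baseline plus 110 s post-stimulus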
RGS4 act: RGS4 potentiation or activation; 0.92% of 310,000 active; HEK293 M3R/inducible RGS4, carbachol calcium flux Fluo4; active compounds read low; B-score at 10 µM;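 active = B-score of the integrated calcium signal more than 4 SD below the library mean, with starting fluorescence not abnormally high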;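 note: negative B-score means reduced calcium response which marks RGS4 activation or potentiation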
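Reagent: ECmax carbachol challenge; Test system: M3R-expressing HEK293 line, RGS4 induced by doxycycline; Schedule: overnight RGS4 induction, 30 min dye load 37 °C, 20 min compound RT; Detection: calcium dye Fluo4 fluorescence; Read-out: Agonist-evoked peak-minus-minimum fluorescence over baseline, integrated ratio, B score.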
KCNK9 block: blocks the human KCNK9 two-pore domain potassium channel; Q9NPC2; B-score at 10 µM; 1.2% of 310,000 active; HEK293 KCNK9, FluxOR thallium flux fluorescence; active compounds read low;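 active = ratio B-score over 3 SD below the library mean, with starting fluorescence within 5 SD of its mean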;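 note: negative B-score means less thallium flux so channel inhibition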
hERG rescue: shields human hERG channel from block by proarrhythmic agents. 0.51% of 310,000 active. AID 1511. CHO-hERG, FluxOR thallium flux, dofetilide IC70 present. activation (rescue from dofetilide block), less the hit threshold, % at 10 µM. Q12809;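 active = activation above the mean of controls blocked by dofetilide plus 5 SD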;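 note: thallium influx through hERG after potassium depolarization seen as dye fluorescence rise; in these data hits start at about 4.7%; inactives centre near -7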
Target sequence (Q12809 whole entry, looked up): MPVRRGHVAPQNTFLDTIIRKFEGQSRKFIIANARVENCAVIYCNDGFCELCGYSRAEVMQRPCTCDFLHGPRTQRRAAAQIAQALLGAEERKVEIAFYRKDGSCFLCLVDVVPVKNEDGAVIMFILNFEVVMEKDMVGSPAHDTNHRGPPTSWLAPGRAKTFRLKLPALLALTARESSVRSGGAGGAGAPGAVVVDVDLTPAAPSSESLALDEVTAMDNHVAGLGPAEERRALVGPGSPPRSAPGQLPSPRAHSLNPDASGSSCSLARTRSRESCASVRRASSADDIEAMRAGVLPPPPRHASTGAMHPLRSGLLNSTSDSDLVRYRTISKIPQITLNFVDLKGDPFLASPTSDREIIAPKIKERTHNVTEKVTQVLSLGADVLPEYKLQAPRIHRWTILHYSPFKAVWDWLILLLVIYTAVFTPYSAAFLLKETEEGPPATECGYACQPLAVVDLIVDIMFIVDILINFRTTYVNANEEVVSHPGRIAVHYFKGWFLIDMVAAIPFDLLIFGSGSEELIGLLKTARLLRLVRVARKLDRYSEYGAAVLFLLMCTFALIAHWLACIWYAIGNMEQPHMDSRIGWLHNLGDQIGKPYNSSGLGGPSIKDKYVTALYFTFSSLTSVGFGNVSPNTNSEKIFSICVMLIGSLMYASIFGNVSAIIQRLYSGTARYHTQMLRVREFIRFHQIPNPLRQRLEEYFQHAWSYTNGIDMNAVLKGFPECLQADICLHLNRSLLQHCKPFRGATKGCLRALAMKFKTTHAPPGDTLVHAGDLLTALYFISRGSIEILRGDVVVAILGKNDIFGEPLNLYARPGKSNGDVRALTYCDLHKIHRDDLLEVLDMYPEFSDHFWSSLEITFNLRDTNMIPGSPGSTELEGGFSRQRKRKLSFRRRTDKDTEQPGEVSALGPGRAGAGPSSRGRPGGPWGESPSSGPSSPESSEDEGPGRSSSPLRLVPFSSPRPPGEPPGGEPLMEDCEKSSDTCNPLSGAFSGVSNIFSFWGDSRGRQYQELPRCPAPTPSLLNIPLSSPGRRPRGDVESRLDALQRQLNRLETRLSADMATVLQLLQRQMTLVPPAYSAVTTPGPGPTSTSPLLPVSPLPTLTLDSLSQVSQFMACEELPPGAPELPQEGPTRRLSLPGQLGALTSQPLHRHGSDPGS
KCNK3 block: human KCNK3 channel inhibition, primary screen; O14649; CHO-KCNK3 thallium flux, FluxOR fluorescence; active compounds read low; B-score at 10 µM; 0.84% of 340,000 active; AID 602410;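 active = B-score under library mean minus 4 SD, starting fluorescence ratio at most library mean plus 5 SD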;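 note: more negative B-score means stronger inhibition of thallium flux through KCNK3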
KCNQ1 block: inhibitors of human KCNQ1 potassium channel | P51787 | AID 2642 | B-score at 10 µM | CHO-K1 KCNQ1, FluxOR thallium flux fluorescence; active compounds read high | 1.3% of 310,000 active;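 active = compounds whose thallium flux B-score, printed positive for inhibition, exceeds three library SD while starting fluorescence stays within three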;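 note: channel opened by potassium depolarization with thallium stimulus after 20 min compound exposure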
MrgX1 allo act: human MrgX1 positive allosteric modulation, primary screen | B-score at 10 µM | AID 588675 | 0.63% of 310,000 active | MrgX1-HEK293, Fluo-4 calcium flux, FDSS; active compounds read high | Q96LB2;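 active = plate-corrected calcium response at least 3 library SD above typical, normal starting fluorescence, not activating the receptor alone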;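 note: compound read alongside a low EC10 to EC30 dose of BAM8-22 agonist; peak minus trough fluorescence over baseline measured at the second addition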
ANO1 block: blocks the mouse calcium-activated chloride channel TMEM16A | Q8BHY3 | HEK293 TMEM16A/YFP iodide influx fluorescence, ionomycin | normalized B-score (activity score, 25-100; higher = stronger inhibition) at 10 µM | 1.2% of 310,000 active | AID 588511;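 active = ratio plate-corrected score three or more library SD toward inhibition, starting fluorescence score within five deviations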;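 note: score derived from kinetic fluorescence span divided by baseline fluorescence per well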
MrgX1 ag: activates human MrgX1 receptor signaling | 0.44% of 310,000 active | B-score at 10 µM | MrgX1-HEK293 cells, Fluo-4 calcium fluorescence, agonist mode; active compounds read high | Q96LB2;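 active = calcium response B-score plate-corrected fluorescence ratio at least 3 library SD, with starting fluorescence B-score inside 5 SD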
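Material: MrgX1-expressing HEK293 cells; input: 15,000 cells per well; doses: test compound given as first of three sequential additions; schedule: overnight plating before 1 h dye loading; technique: Fluo-4 NW calcium-flux fluorescence, kinetic read; evaluation: baseline-normalised fluorescence change ratio, B-scored; control set: plate-wise positive and negative controls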
RGS4 inh: inhibitors of human RGS4; P49798; HEK293 M3R/RGS4 inducible, Fluo-4 calcium flux; active compounds read high; triggered by carbachol at its EC20; B-score at 10 µM; 0.45% of 310,000 active; AID 463165;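 active = B-score, a plate-corrected calcium signal, over three deviations above library mean, with baseline fluorescence within five deviations of library mean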;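 note: RGS4 expression induced by doxycycline in cells with stable M3 receptor; B-score is computed from the integrated fluorescence ratio over baseline after carbachol; higher B-score means a larger calcium signal and so more RGS4 inhibition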
* hit, by the source's call; i = inactive; x = no result given.

SMILES	ANO1 activ	KCNQ1 act	RGS4 act	KCNK9 block	hERG rescue	KCNK3 block	KCNQ1 block	MrgX1 allo act	ANO1 block	MrgX1 ag	RGS4 inh
CCOc1ccc(Cn2nnc(C(=O)Nc3cc(C)cc(C)c3)c2N)cc1	i	i	i	i	-5	i	i	i	i	i	i
COc1cc2nc(=S)n3[nH]c(COc4ccccc4C)nc3c2cc1OC	i	i	i	i	-15	i	i	i	i	i	i
O=[N+]([O-])c1ccc(N2CCC(=NOCc3ccc(Cl)cc3)CC2)cc1	i	i	-8.2*	i	-18	i	6*	i	i	i	i
O=c1oc2cc(O)ccc2c2oc3cc(O)ccc3c12	i	i	i	i	-5	i	i	i	i	i	i
Cc1cc(C)c(OCCNCc2ccccc2)c(C)c1	i	i	i	i	-5	i	i	i	i	i	i
CC1=NN(c2nc3ccccc3[nH]2)C(=O)/C1=C/N(C)C	i	i	i	i	-4	i	i	i	i	i	i
Cc1cccc(C(=O)NNC(=O)c2ccc(Cl)cc2)c1O	i	i	i	i	-20	i	i	i	i	i	i
NC(=O)CC(NC(=O)c1cccc(Br)c1)c1ccc(N2CCCCCC2)c([N+](=O)[O-])c1 (configuration not stated)	i	i	i	i	-13	i	i	i	i	i	i
CN1CCN(C(=O)c2cnn(-c3ccccc3)c2NC(=O)c2ccc([N+](=O)[O-])cc2)CC1	i	i	i	i	-4	i	i	i	i	i	i
CCCCc1cc(=O)oc2c(CN3CCCC3)c(O)c(Cl)cc12	i	i	i	i	-10	i	i	i	i	i	i
COc1ccc(CCNC(=O)CSc2nnc(-c3ccc(F)cc3)c3ccccc23)cc1OC	i	i	i	i	-4	i	i	i	i	i	i
COC(=O)CSc1nc(-c2ccccc2)nc2ccc(F)cc12	i	i	i	i	-8	i	i	i	i	i	i
COc1ccc(/C=C/C(=O)NC2CCS(=O)(=O)C2)cc1 (configuration not stated)	i	i	i	i	-8	i	i	i	i	i	i
O=C(NCc1ccco1)c1cc(S(=O)(=O)N2CCOCC2)ccc1Br	i	i	i	i	-7	i	i	i	i	i	i
Cc1ccccc1CC1(CO)CCCN(C(=O)c2cc(-c3ccccc3)no2)C1 (configuration not stated)	i	i	i	i	-11	i	i	i	i	i	i
CCN(CC(=O)Nc1c(F)cccc1F)C(=O)CCC(=O)c1ccc(C)cc1	i	i	i	i	-9	i	i	i	i	i	i
CCOC(=O)c1oc2ccccc2c1NC(=O)c1ccc(S(=O)(=O)N(C)C)cc1	i	i	i	i	-7	i	i	i	i	i	i
COC(=O)c1ccc(NC(=S)N2CCN(Cc3ccccc3Cl)CC2)cc1	i	i	i	i	-3	i	i	i	i	i	i
CCCCC(=O)Nc1ccc(C(=O)NNC(=O)CCc2ccccc2)cc1	i	i	i	i	0	i	i	i	i	i	i
c1ccc(-n2c(-c3ccncc3)nnc2-c2cccs2)cc1	i	i	i	i	-12	i	i	i	i	i	i
O=C(CNC(=O)c1[nH]cnc1C(=O)NC(c1ccccc1)c1ccccc1)OCc1ccccc1	i	i	i	i	-19	i	i	i	i	i	i
COc1ccccc1NC(CC(=O)c1ccccc1)C(=O)OCC(=O)c1ccc(C)cc1 (configuration not stated)	i	i	i	i	-12	i	i	i	i	i	i
CCOC(=O)N1C2=NC(C(=O)OC)=C(C(=O)OC)[C@@H]3N(C)c4ccc(OC)cc4[C@]23C[C@H]1C(=O)OC	i	i	i	i	-4	i	i	i	i	i	i
COc1cccc2cc(C(C)N(CCCN3CCOCC3)C(=S)Nc3cc(C)cc(C)c3)oc12 (configuration not stated)	i	i	i	i	-14	i	i	i	i	i	i
CCOC(=O)Cn1ccc(NC(=O)c2ccc3c(c2)OCO3)n1	i	i	i	i	-13	i	i	i	i	i	i
CN(Cc1nc(Cc2ccccc2F)no1)[C@@H]1CS(=O)(=O)C[C@H]1O	i	i	i	i	-11	i	i	i	i	i	i
O=C(Cc1ccccc1)NNC1CC(=O)N(c2ccc(Oc3ccccc3)cc2)C1=O (configuration not stated)	i	i	i	i	-6	i	i	i	i	i	i
CC1C(=O)C(C)C(c2ccc3c(c2)OCO3)NC1c1ccc2c(c1)OCO2 (configuration not stated)	i	i	i	i	-13	i	i	i	i	i	i
Cc1[nH]c2ccc(-c3n[nH]c(=S)n3-c3ccc(Br)cc3)cc2c1C	i	i	i	i	0	i	i	i	i	i	i
CCOC(=O)C1CCCN(c2nc3ccccc3nc2C(C#N)C(=O)OCC)C1 (configuration not stated)	i	i	i	i	-10	i	i	i	i	i	i
CC(C)(C)OC(=O)N[C@@H](Cc1ccccc1)C(=O)NCC1CCC(C(=O)N[C@@H](CC(=O)O)C(=O)O)CC1 (some centres not stated)	i	i	i	i	-2	i	i	i	i	i	i
CC1CCN(C(c2ccccc2)c2nnnn2C(C)(C)C)CC1 (configuration not stated)	i	i	i	i	-3	i	i	i	i	i	i
O=C(CC1C(=O)NCCN1Cc1ccc(Cl)c(F)c1)NC1CCC1 (configuration not stated)	i	i	i	i	-3	i	i	i	i	i	i
Cc1cccc2c(C(=O)N3CCN(c4ccccn4)CC3)cc(-c3cccc(Br)c3)nc12	i	i	i	i	-14	i	i	i	i	i	i
Cc1ccc(C2CC(c3cccc(Cl)c3)n3nc(N)nc3N2)cc1 (configuration not stated)	i	i	i	i	-3	i	i	i	i	i	i
Cc1ccc(N/C(=N/S(=O)(=O)c2cccs2)c2ccccc2)c(C)c1	i	i	i	i	-7	i	i	i	i	i	i
COc1cc(OC)cc(-c2nc3nc(C)c(CCC(=O)NCc4ccco4)c(C)n3n2)c1	i	i	i	i	-16	i	i	i	i	i	i
O=C(O)c1cccc(Cl)n1	i	i	i	i	-2	i	i	i	i	i	i
Cc1ccc(OCc2cc(C(=O)N3CCN(C4CCCCC4)CC3)no2)cc1C	i	i	i	i	-12	i	i	i	i	i	i
CCOP(=O)(O)c1ccccc1OCCOCCOc1ccccc1P(=O)(O)OCC	i	i	i	i	-2	i	i	i	i	i	i
CCOC(=O)c1c(NC(=O)CC2Nc3cc(C)c(C)cc3NC2=O)sc(C)c1C (configuration not stated)	i	i	i	i	3	i	i	i	i	i	i
Cc1cccc(C)c1NC(=O)C1(N2CCN(C(=O)c3ccco3)CC2)CCCCC1	i	i	i	i	-8	i	i	i	i	i	i
CCc1nn(-c2cc(Oc3cccc4ccccc34)nc(-c3ccccc3)n2)c(N)c1C#N	i	x	x	x	x	i	x	i	i	i	x
Cc1c(NC(=O)/C(C#N)=C/c2c(N3CCCCC3)nc3ccccn3c2=O)c(=O)n(-c2ccccc2)n1C	i	i	i	i	-3	i	i	i	i	i	i
Cc1ccc(N2CCN(S(=O)(=O)c3ccc(C)cc3)CC2)cc1	i	i	i	i	-3	i	i	i	i	i	i
CC(C)C[C@H](NC(=O)c1nc[nH]c1C(=O)NC(c1ccccc1)c1ccccc1)C(=O)OCc1ccccc1	i	i	i	i	-9	i	i	i	i	i	i
O=C(CCC1COc2ccccc2O1)Nc1ccccn1 (configuration not stated)	i	i	i	i	-9	i	i	i	i	i	i
COCC(=O)N/N=C\c1ccc(OC/C=C/c2ccccc2)c(OC)c1	i	i	i	i	-12	i	i	i	i	i	i
COc1cc(Cl)c(C)cc1NC(=O)CSc1nnc(-c2cccnc2)n1Cc1ccco1	i	i	i	i	-13	i	i	i	i	i	i
CC12CCC(=O)N1C(C(=O)N1CCN(S(=O)(=O)c3ccccc3F)CC1)CS2 (configuration not stated)	i	i	i	i	-2	i	i	i	i	i	i
Cc1ccc(C(=O)CSc2ncnc3ccccc23)o1	i	i	i	i	-10	i	i	i	i	i	i
O=C(COc1ccccc1)Nc1ccc(-c2ccc(N3CCOCC3)nn2)cc1	i	i	i	i	-6	i	i	i	i	i	i
COc1ccc(CCN2C(=O)c3cccnc3C2=O)cc1OC	i	i	i	i	-4	i	i	i	i	i	i
Cn1c(=O)c2c(ncn2CCCC(=N)N2CCOCC2)n(C)c1=O	i	i	i	i	0	i	i	i	i	i	i
CCOC(=O)c1ccc(-n2c(CCC(=O)O)ccc2-c2cccs2)cc1	i	i	i	i	-11	i	i	i	i	i	i
O=C(CSc1ccccn1)Nc1ccc2c(c1)oc1ccccc12	i	i	i	i	-8	i	i	i	i	i	i
COc1ccc(NC(=O)CN(C)C(=O)c2ccccc2Sc2ncnc3sc(C)c(C)c23)cc1	i	i	i	i	-21	i	i	i	i	i	i
C=CCn1c(=O)c(C(=O)NCCc2ccc(Cl)cc2)c(O)c2cc(OC)c(OC)cc21	i	i	i	i	-3	i	i	i	i	i	i
CCN1CCN(CCCN(Cc2ccco2)C(=S)Nc2ccc(Cl)cc2)CC1	i	i	i	i	-8	i	i	i	i	i	i
OCCNc1nc(-c2ccccc2)nc2ccccc12	i	i	i	i	-6	i	i	i	i	i	i

Further entries:
SMILES	ANO1 activ	KCNQ1 act	RGS4 act	KCNK9 block	hERG rescue	KCNK3 block	KCNQ1 block	MrgX1 allo act	ANO1 block	MrgX1 ag	RGS4 inh
CCOC(=O)C1CCN(C(=O)CCn2c(=O)[nH]c3ccccc3c2=O)CC1	i	i	i	i	-6	i	i	i	i	i	i
COc1cc(Nc2ccc(S(N)(=O)=O)cc2)c([N+](=O)[O-])nc1[N+](=O)[O-]	i	i	i	i	-11	i	i	i	i	i	i
O=C(c1ccc(Cl)c(Cl)c1)c1cnc(Nc2ccccc2)s1	i	i	i	i	-18	i	i	i	i	i	i
CCn1c(CCCNC(=O)c2ccco2)nc2ccccc21	i	i	i	i	-9	i	i	i	i	i	i
NC(=S)Nc1ccc(S(=O)(=O)c2ccc(NC(N)=S)cc2)cc1	i	i	i	i	-7	i	i	i	i	i	i
C/C(Cl)=C\Cn1c(N2CCCC2)nc2c1c(=O)n(C)c(=O)n2C	i	i	i	i	-3	i	i	i	i	i	i
CC(=O)Nc1sc(NC(=O)c2ccc([N+](=O)[O-])cc2)nc1-c1cccs1	i	i	i	i	-7	i	i	i	i	i	i
